EP2 modulator: EP2 receptor (human) modulation | 260,000 compounds, 0.83% hits | EP2-expressing cells, cAMP HTRF FRET, PGE2 co-stimulation | induction, % at 25 µM;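 active = compounds whose cAMP rise, as percent of the full-agonist control response, exceeds 60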;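 also: rat C6 glioma line stably carrying human EP2 under a CMV promoter; the protocol text gives 20 µM as final concentration; 100% = response of wells given 1 µM PGE2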
S1P4 ag: human S1P4 receptor agonism; S1P4-expressing cell line, agonist reporter assay; O95977; 220,000 compounds, 0.35% hits; activation, % at 4.98 µM; in the data active = activation above about 11%;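 also: 0% = DMSO vehicle and 100% = reference agonist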
Calpain2 inh: blocks pig calpain II enzyme activity. 220,000 compounds, 0.37% hits. purified calpain II, fluorogenic peptide substrate, 30 min. inhibition, % at 16 µM;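 active = inhibition above about 50%, limit read from the data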
TRPML3 ag: agonists of human TRPML3 channel; HEK293 TRPML3-YFP, Fluo-8 calcium fluorescence; 100% = the carbachol control signal; activation, % at 3 µM; 220,000 compounds, 0.29% hits; AID 1448;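 active = activation above its plate's cutoff, the mean activation of the plate's test wells plus 3 SD, cut at about 12% in these data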;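 also: 0% = DMSO only wells and 100% = carbachol wells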
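system = HEK293 cells stably carrying human TRPML3-YFP | doses = one concentration, 3 µM nominal, 0.3% DMSO | timing = dye loading 1 h 37 °C then 30 min ambient, 125 s read | detection = Fluo-8 calcium dye fluorescence, ex 470-495, em 515-575 nm | benchmarks = high control carbachol 87 µM, low control DMSO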
PERK inh: blocks human PERK kinase. Q9NZJ5. CHO PERK-DD fusion, SEAP luminescence translation reporter. inhibition, % at 5.6 µM. 220,000 compounds, 0.17% hits. AID 1416;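 active = inhibition above the mean inhibition of all tested compounds plus 3 SD, set separately per screening campaign, cut at about 2.9% in these data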;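 also: PERK kinase domain activated by AP20187 dimerizer at 100 nM; 0% = DMSO with dimerizer and 100% = rapamycin at 8.4 µM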
Target sequence (Q9NZJ5 whole entry, looked up, the tested form may be a part): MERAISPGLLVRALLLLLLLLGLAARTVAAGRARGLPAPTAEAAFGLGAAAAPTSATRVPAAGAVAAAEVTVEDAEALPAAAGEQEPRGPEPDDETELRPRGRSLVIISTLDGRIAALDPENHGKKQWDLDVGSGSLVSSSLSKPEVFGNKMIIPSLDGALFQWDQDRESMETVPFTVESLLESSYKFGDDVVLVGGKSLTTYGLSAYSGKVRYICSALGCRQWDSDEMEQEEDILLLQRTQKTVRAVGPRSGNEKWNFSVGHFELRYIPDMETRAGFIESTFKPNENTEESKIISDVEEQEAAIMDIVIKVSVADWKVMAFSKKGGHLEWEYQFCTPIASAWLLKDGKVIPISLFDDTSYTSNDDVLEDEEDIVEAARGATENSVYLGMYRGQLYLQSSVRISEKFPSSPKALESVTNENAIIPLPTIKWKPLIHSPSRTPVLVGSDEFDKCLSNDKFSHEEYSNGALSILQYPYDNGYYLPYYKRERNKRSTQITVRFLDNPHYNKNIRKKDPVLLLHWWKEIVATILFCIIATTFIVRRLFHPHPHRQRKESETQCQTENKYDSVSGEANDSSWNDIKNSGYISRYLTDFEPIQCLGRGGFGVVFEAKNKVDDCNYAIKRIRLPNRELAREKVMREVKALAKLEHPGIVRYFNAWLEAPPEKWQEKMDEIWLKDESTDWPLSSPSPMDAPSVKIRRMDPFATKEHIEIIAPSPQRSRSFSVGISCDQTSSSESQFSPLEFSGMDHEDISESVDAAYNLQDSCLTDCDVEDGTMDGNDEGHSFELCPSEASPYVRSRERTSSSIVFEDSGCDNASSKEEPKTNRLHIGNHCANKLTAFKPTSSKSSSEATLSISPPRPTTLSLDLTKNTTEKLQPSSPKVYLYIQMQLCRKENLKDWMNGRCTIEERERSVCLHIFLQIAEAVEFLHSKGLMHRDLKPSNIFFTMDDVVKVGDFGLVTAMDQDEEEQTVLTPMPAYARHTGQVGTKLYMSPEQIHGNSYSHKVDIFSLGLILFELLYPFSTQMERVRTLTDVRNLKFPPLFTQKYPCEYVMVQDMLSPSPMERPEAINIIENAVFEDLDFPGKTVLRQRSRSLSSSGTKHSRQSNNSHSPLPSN
Ba/F3 V617F tox: lowers viability of Ba/F3 cells expressing EpoR and JAK2V617F | ATP luminescence | inhibition, % at 5.6 µM | 220,000 compounds, 1.1% hits | AID 1446;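 active = inhibition above the campaign mean plus 3 SD over all tested compounds, cut at about 24% in these data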;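 also: cytokine-independent growth of Ba/F3 cells driven by EpoR plus mutant JAK2; 0% = DMSO-treated cells and 100% = JAK inhibitor I control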
BaF3 tox: parental Ba/F3 viability inhibition as JAK2V617F counter-screen; CellTiter-Glo ATP luminescence; inhibition, % at 5.6 µM; 220,000 compounds, 1.1% hits; AID 1486;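 active = inhibition above a per-campaign cutoff, the mean inhibition of all tested compounds plus 3 SD, cut at about 27% in these data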;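 also: 0% = DMSO wells and 100% = JAK Inhibitor I control wells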
S1P4 antagonist: human S1P4 receptor antagonism | O95977 | S1P4-expressing cells, antagonist mode, reporter read-out | inhibition, % at 4.98 µM | 220,000 compounds, 0.26% hits; in the data active = inhibition above about 29%;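 also: 0% = wells stimulated with agonist and 100% = vehicle wells without agonist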
TRPN1 ag: activates the zebrafish TRPN1 channel; AID 1424; activation, % at 3 µM; 220,000 compounds, 0.18% hits; HEK293 zebrafish TRPN1-YFP, Fluo-8 calcium fluorescence; 100% = response to 87 µM carbachol;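 active = activation above its plate's cutoff, the mean activation of test wells on that plate plus 3 SD, cut at about 19% in these data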;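 also: 0% = DMSO alone and 100% = 87 µM carbachol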
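Material – zebrafish TRPN1-YFP in HEK293 cells · Doses – 3 µM single point · Schedule – dye 1 h 37 °C plus 30 min RT · Signal – Fluo-8 calcium fluorescence, excitation 470-495 nm, emission 515-575 nm · Read-out – % activation versus carbachol response · Control set – carbachol high, DMSO low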
The depositor's hits bear a star; & = joins results of further samples. This is a subset; the hit share may differ from the screen's.

SMILES	EP2 modulator	S1P4 ag	Calpain2 inh	TRPML3 ag	PERK inh	Ba/F3 V617F tox	BaF3 tox	S1P4 antagonist	TRPN1 ag
CCSc1nnc(C(N)Cc2ccccc2)o1 (stereo not drawn)	21.4	-0.3	-5.1	-0.1	0.0	3.0	0.8	-8.0	0.8
O=C1NC(=O)C(=Cc2ccc(Sc3ccccc3)o2)C(=O)N1	-42.4	0.8	-10.5	0.9	0.1	-3.4	0.1	2.1	2.0
CC12CCCCC1=NC(c1ccc(Br)cc1)N2O (stereo not drawn)	-3.2	0.3	20.5	0.5	0.8	-0.8	3.2	-24.4	0.0
CC1(C)COC(Nc2cccc(Cl)c2)=N1	12.2	-0.8	0.7	0.6	-0.9	-1.4	6.7	-11.9	1.1
CCN(CC)P(=O)(NC(=O)C(Cl)(Cl)Cl)N(CC)CC.[Cl-].[Cl-].[Cl-].[Nd+3]	11.2	-0.8	-37.4	2.5	0.2	-2.6	3.9	-0.8	1.2
Cc1ccccc1C1=NCC(=O)N(CC(=O)NCc2ccco2)c2sc3c(c21)CCCC3	-0.5	-0.8	-17.2	-0.1	-1.2	-0.4	4.4	6.4	-1.6
N#CCCn1cc(C(=O)O)c(-c2cccc([N+](=O)[O-])c2)n1	23.8	-0.5	-1.7	1.2	1.7	2.3	1.1	5.6	1.0
CCCCN1CCC(C#N)(Nc2ccccc2)CC1	14.9	0.7	-18.7	0.7	1.0	3.4	6.7	10.1	1.5
O=c1[nH]c(=O)n(Cc2ccco2)c(O)c1C=NCc1ccco1	10.3	0.5	-3.4	0.4	0.6	-0.7	2.6	-18.5	0.6
Cc1cccc(-n2c(C)nc3cc(C(=O)N4CCC5(CC4)OCCO5)ccc32)c1	-15.1	1.4	4.6	0.0	-1.1	-3.9	-0.1	-14.9	1.4
O=C(O)c1c[nH]c2ccc(S(=O)(=O)N(CCCl)CCCl)cc12	38.9	0.6	-29.8	1.1	-1.6	10.9	7.0	-4.2	1.9
CCN(CC)c1ccc(N=Cc2c(O)n(-c3ccc(OC)cc3)c(=O)[nH]c2=O)cc1	13.0	3.4	-3.4	-0.1	0.1	0.8	2.6	-8.3	0.6
Cc1nc2ncnn2c(C)c1CCC(=O)N1CCC2(CC1)OCCO2	33.6	0.6	-0.8	1.3	1.2	-0.6	1.6	-35.6	1.5
CCOc1cccc(N2C(=O)CC(=O)NC2=O)c1	1.3	-1.1	-9.3	-0.1	0.2	4.5	3.5	-16.3	0.1
CC(C)c1ccc(C2N3CCCN23)cc1 (stereo not drawn)	3.8	-1.0	-5.1	0.2	0.5	-2.3	-2.2	-21.0	0.2
CC(C)[C@H]1C(=O)O[C@H](C(C)C)C(=O)N(C)[C@@H](C(C)C)C(=O)O[C@H](C(C)C)C(=O)N(C)[C@@H](C(C)C)C(=O)O[C@H](C(C)C)C(=O)N1C	-16.2	0.3	-36.2	19.7*	0.1	98.5*	76.8*	9.6	36.2*
COC(=O)N1C(c2ccccc2)C1c1ccccc1 (stereo not drawn)	59.7	-0.8	-24.2	0.5	0.7	-1.2	2.3	-11.3	0.3
Cc1ccc(-n2c(-c3cccs3)nc3ccccc3c2=O)cc1	44.5&27.4	0.9	-17.3	-0.8	0.6	0.2	6.6	-2.1	-1.0
C=CCn1c(O)c(C(CC)=NCc2ccc3c(c2)OCO3)c(=O)[nH]c1=O	-12.0	-0.1	-13.8	-0.2	-1.5	3.0	-2.8	-2.1	-0.3
CC(Cc1ccccc1)NC(=O)CN1CCCC1=O (stereo not drawn)	1.3	0.9	-2.6	1.4	1.4	-2.9	3.7	3.9	2.0

A second format for ten compounds above.
Under each structure – EP2 modulator | S1P4 ag | Calpain2 inh | TRPML3 ag | PERK inh | Ba/F3 V617F tox | BaF3 tox | S1P4 antagonist | TRPN1 ag
O=C(O)c1c[nH]c2ccc(S(=O)(=O)N(CCCl)CCCl)cc12
  38.9 | 0.6 | -29.8 | 1.1 | -1.6 | 10.9 | 7.0 | -4.2 | 1.9
CCN(CC)c1ccc(N=Cc2c(O)n(-c3ccc(OC)cc3)c(=O)[nH]c2=O)cc1
  13.0 | 3.4 | -3.4 | -0.1 | 0.1 | 0.8 | 2.6 | -8.3 | 0.6
Cc1nc2ncnn2c(C)c1CCC(=O)N1CCC2(CC1)OCCO2
  33.6 | 0.6 | -0.8 | 1.3 | 1.2 | -0.6 | 1.6 | -35.6 | 1.5
CCOc1cccc(N2C(=O)CC(=O)NC2=O)c1
  1.3 | -1.1 | -9.3 | -0.1 | 0.2 | 4.5 | 3.5 | -16.3 | 0.1
CC(C)c1ccc(C2N3CCCN23)cc1 (stereo not drawn)
  3.8 | -1.0 | -5.1 | 0.2 | 0.5 | -2.3 | -2.2 | -21.0 | 0.2
CC(C)[C@H]1C(=O)O[C@H](C(C)C)C(=O)N(C)[C@@H](C(C)C)C(=O)O[C@H](C(C)C)C(=O)N(C)[C@@H](C(C)C)C(=O)O[C@H](C(C)C)C(=O)N1C
  -16.2 | 0.3 | -36.2 | 19.7* | 0.1 | 98.5* | 76.8* | 9.6 | 36.2*
COC(=O)N1C(c2ccccc2)C1c1ccccc1 (stereo not drawn)
  59.7 | -0.8 | -24.2 | 0.5 | 0.7 | -1.2 | 2.3 | -11.3 | 0.3
Cc1ccc(-n2c(-c3cccs3)nc3ccccc3c2=O)cc1
  44.5&27.4 | 0.9 | -17.3 | -0.8 | 0.6 | 0.2 | 6.6 | -2.1 | -1.0
C=CCn1c(O)c(C(CC)=NCc2ccc3c(c2)OCO3)c(=O)[nH]c1=O
  -12.0 | -0.1 | -13.8 | -0.2 | -1.5 | 3.0 | -2.8 | -2.1 | -0.3
CC(Cc1ccccc1)NC(=O)CN1CCCC1=O (stereo not drawn)
  1.3 | 0.9 | -2.6 | 1.4 | 1.4 | -2.9 | 3.7 | 3.9 | 2.0

Later entries.
SMILES	EP2 modulator	S1P4 ag	Calpain2 inh	TRPML3 ag	PERK inh	Ba/F3 V617F tox	BaF3 tox	S1P4 antagonist	TRPN1 ag
Cc1cc(/C=C2/C(=O)NC(=O)N(Cc3ccco3)C2=O)c(C)n1-c1ccc(C(=O)O)cc1	-14.2	0.1	-20.6	1.1	0.9	-0.7	6.0	-8.8	2.2
CN(C)C(=O)Oc1ccc(Br)c2ccccc12	-9.1	0.3	-5.4	-0.3	0.2	-2.3	1.1	-6.0	-3.0
CCOC(=O)c1c(/N=C/C2C(=O)NC(=O)NC2=O)sc2c1CCC2	-6.8	3.0	-10.5	-0.1	-0.4	-5.5	-0.1	-4.7	-1.1
CCC(=NCCO)c1c(O)n(C2CCCCC2)c(=O)[nH]c1=O	-0.2	-0.3	-20.3	0.1	-0.3	0.9	6.6	13.4	1.2
CC(=O)N1CN2CN(C(C)=O)CC(C(=O)c3ccc(Br)cc3)(C2)C1	34.0	-1.5	-15.6	1.0	1.6	-2.0	2.5	5.3	1.2
CN(C(=O)Oc1ccc([N+](=O)[O-])cc1)c1ccccc1	-3.4	-1.7	-4.8	2.7	1.9	-4.0	3.3	5.3	3.4
CN(C)C(=O)Oc1ccc(-c2cn3cc(C(F)(F)F)ccc3n2)cc1	21.9	0.6	-64.2	0.5	-0.4	0.5	5.9	-11.8	0.9
O=C1CC(=O)N(Cc2ccccc2)C(=O)N1CCCCCCN1C(=O)CC(=O)N(Cc2ccccc2)C1=O	25.6	1.6	-20.5	0.1	0.9	-3.3	-0.4	-3.9	1.6

Not a retest: entries from further up.
SMILES	EP2 modulator	S1P4 ag	Calpain2 inh	TRPML3 ag	PERK inh	Ba/F3 V617F tox	BaF3 tox	S1P4 antagonist	TRPN1 ag
CN(C)C(=O)Oc1ccc(-c2cn3cc(C(F)(F)F)ccc3n2)cc1	21.9	0.6	-64.2	0.5	-0.4	0.5	5.9	-11.8	0.9
O=C1CC(=O)N(Cc2ccccc2)C(=O)N1CCCCCCN1C(=O)CC(=O)N(Cc2ccccc2)C1=O	25.6	1.6	-20.5	0.1	0.9	-3.3	-0.4	-3.9	1.6

Screening data from PubChem.
